NPY1 pot ag: NPY-Y1 receptor potentiators or agonists, primary screen, cell-based; Neuropeptide Y receptor type 1 (Homo sapiens), P25929; NPY-Y1 expressing cells, potentiator/agonist activation; activation, % at 3.6 µM; 220,000 compounds, 0.37% hits; AID 1304, 2008; in the data active = activation above about 33%, passing the limit was not always enough;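 also: cells stimulated with NPY at EC10 then isoproterenol at EC100; 0% = low agonist plus stimulus and 100% = saturating agonist plus stimulus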
Runt-CBFb FRET: inhibitors of RUNX1 Runt–CBFb binding, primary screen, biochemical, FRET, Cerulean-Runt, Venus-CBFb, uHTS | inhibition, % at 20 µM | Cerulean-Runt/Venus-CBFb FRET ratio 530/480, 1 h | Runt-related transcription factor 1 (Homo sapiens) + Core-binding factor subunit beta … | 220,000 compounds, 0.46% hits;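 active = inhibition over about 50% at 20 µM in the single-dose screen, limit read from the data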;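 also: 0% = DMSO wells and 100% = excess unlabeled CBFb competitor control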
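Reagent – Venus-CBFb binding partner, 100 nM · Assay system – Cerulean-tagged RUNX1 Runt domain (FRET donor) fusion protein · Input – 100 nM per protein · Incubation – two 1 h room-temperature incubations shielded from light · Measured by – FRET fluorescence · Medium – Tris buffer pH 7.5 with salts and BSA · Benchmarks – unlabeled CBFb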
BaF3 parental: parental Ba/F3 cell viability inhibition, counter-screen for JAK2V617F inhibitor project, murine pro-B, CellTiter-Glo luminescence | CellTiter-Glo ATP luminescence | inhibition, % at 5.6 µM | 220,000 compounds, 1.1% hits | AID 1486, 2009;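 active = inhibition above a per-campaign cutoff, the mean inhibition of all tested compounds plus 3 SD, cut at about 27% in these data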;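 also: 0% = DMSO wells and 100% = JAK Inhibitor I control wells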
S1P4 ag: S1P4 receptor agonists, primary screen, cell-based; 220,000 compounds, 0.35% hits; S1P4-expressing cell line, agonist reporter assay; activation, % at 4.98 µM; Sphingosine 1-phosphate receptor 4 (Homo sapiens), O95977; in the data active = activation above about 11%;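 also: 0% = DMSO vehicle and 100% = reference agonist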
Target sequence (O95977 whole entry, looked up): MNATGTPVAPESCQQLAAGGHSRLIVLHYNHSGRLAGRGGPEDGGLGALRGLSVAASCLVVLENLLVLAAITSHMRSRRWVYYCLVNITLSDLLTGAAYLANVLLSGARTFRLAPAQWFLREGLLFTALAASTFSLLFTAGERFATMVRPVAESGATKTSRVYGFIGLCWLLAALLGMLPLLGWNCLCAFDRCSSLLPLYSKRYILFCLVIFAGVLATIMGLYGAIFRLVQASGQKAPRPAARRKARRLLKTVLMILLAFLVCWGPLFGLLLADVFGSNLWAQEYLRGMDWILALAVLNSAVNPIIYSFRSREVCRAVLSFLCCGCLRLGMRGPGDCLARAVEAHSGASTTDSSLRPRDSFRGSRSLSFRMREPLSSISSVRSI
Ba/F3 V617F tox: reduced viability of JAK2V617F-dependent Ba/F3 cells, primary screen, JAK2V617F inhibitor project, cell-based, Ba/F3 EpoR-JAK2V617F, luminescence; ATP luminescence; inhibition, % at 5.6 µM; 220,000 compounds, 1.1% hits;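 active = inhibition above the campaign mean plus 3 SD over all tested compounds, cut at about 24% in these data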;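 also: cytokine-independent growth of Ba/F3 cells driven by EpoR plus mutant JAK2; 0% = DMSO-treated cells and 100% = JAK inhibitor I control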
NPY2 pot ag: NPY-Y2 potentiators or agonists, primary screen, cell-based. cells expressing NPY-Y2, potentiator/agonist read-out. activation, % at 3.6 µM. 220,000 compounds, 0.45% hits. AID 1359, 2008; in the data active = activation above about 27%;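 also: cells stimulated with NPY near EC25 plus isoproterenol at EC100; 0% = vehicle plus submaximal agonist and 100% = vehicle plus saturating agonist; some results beyond the cut were filed as inactive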
Target sequence (P49146 whole entry, looked up): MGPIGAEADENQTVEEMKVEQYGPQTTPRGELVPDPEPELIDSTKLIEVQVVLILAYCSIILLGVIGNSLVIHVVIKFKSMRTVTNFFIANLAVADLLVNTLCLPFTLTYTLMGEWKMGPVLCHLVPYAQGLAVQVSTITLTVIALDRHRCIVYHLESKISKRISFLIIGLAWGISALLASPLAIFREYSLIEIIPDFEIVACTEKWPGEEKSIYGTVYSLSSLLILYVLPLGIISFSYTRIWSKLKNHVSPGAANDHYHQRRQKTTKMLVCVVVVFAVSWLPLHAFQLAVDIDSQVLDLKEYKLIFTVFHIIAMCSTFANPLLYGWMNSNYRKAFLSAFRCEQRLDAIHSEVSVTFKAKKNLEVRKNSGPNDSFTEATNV
S1P4 antagonist: S1P4 receptor antagonists, primary screen, cell-based; Sphingosine 1-phosphate receptor 4 (Homo sapiens), O95977; S1P4-expressing cells, antagonist mode, reporter read-out; inhibition, % at 4.98 µM; 220,000 compounds, 0.26% hits; AID 1510, 2009; in the data active = inhibition above about 29%;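 also: 0% = wells stimulated with agonist and 100% = vehicle wells without agonist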
NPY Y1 blocker: NPY-Y1 receptor antagonists, primary screen, cell-based; Neuropeptide Y receptor type 1 (Homo sapiens), P25929; HEK293-CNG Y1 cells, membrane potential fluorescence; NPY at EC95, then isoproterenol; inhibition, % at 3.6 µM; 200,000 compounds, 1% hits;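 active = inhibition above the campaign mean inhibition of all tested compounds plus 3 SD, cut at about 20% in these data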;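 also: 0% = DMSO wells given NPY plus isoproterenol and 100% = isoproterenol alone without NPY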
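Material: HEK293 Y1/CNG channel cell line; also added: NPY (25 nM), isoproterenol (1 µM), Ro 20-1724 (25 µM); doses: one concentration, 3.6 µM, in 0.4% DMSO; schedule: compound incubation 1 h at room temperature, readout 45 min post-stimulation; technique: membrane potential fluorescence; measure: fluorescence ratio normalized to % inhibition between controls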
RBBP9 inhibitor: human RBBP9 inhibitors, primary screen, biochemical, fluorescence polarization, FP-Rh probe, HTS | Serine hydrolase RBBP9 (Homo sapiens), O75884 | recombinant RBBP9 | inhibition, % at 7.94 µM | 220,000 compounds, 0.2% hits | AID 1515, 2009;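 active = inhibition above the campaign mean of all tested compounds plus 3 SD, cut at about 14% in these data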;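 also: plate controls were DMSO wells with RBBP9 for no effect and wells lacking RBBP9 protein for full effect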
Target sequence (O75884 whole entry, looked up): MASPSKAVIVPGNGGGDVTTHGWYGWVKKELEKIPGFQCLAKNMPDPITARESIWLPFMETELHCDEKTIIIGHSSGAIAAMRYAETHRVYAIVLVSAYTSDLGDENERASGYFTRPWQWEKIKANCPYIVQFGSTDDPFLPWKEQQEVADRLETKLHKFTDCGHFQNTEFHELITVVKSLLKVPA
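Test system – recombinant human RBBP9 · Input – RBBP9 2.5 µM in dispensing solution, pre-mixing · Medium – Tris buffer pH 8.0, NaCl, Pluronic · Schedule – preincubation 30 min plus labeling 45 min at 25 °C · Measured by – fluorescence polarization · Measure – % inhibition · Controls – DMSO and no-protein wells · Replicates – one well per compound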
Active calls of the source: *; / = not tested or not shown.

Under each structure: NPY1 pot ag	Runt-CBFb FRET	BaF3 parental	S1P4 ag	Ba/F3 V617F tox	NPY2 pot ag	S1P4 antagonist	NPY Y1 blocker	RBBP9 inhibitor
Cc1ccc(N2C(=O)C3NN=C(C(=O)OCc4ccccc4)C3C2=O)c(C)c1 (centres undefined)
  -11.8	-2.9	7.5	-0.3	-1.4	-7.2	-16.0	7.8	-7.7
CCCS(=O)(=O)N1CCCC(C(=O)NCC(OC)OC)C1 (centres undefined)
  4.4	-0.6	3.8	-0.3	-2.2	-6.2	1.7	1.6	5.1
Cc1cccc(NC(=O)C2CCCN2C(=O)Oc2ccccc2)c1 (centres undefined)
  0.7	0.9	1.5	-1.2	-3.3	-4.2	-19.7	-0.2	-1.3
CCN1CCCC1CNc1ncnc2c1[nH]c1ccc(F)cc12 (centres undefined)
  0.9	3.2	-0.7	0.2	2.1	-1.6	-17.0	-4.2	4.7
CN(C)c1nc(Oc2ccc(OCCOc3ccccc3)nn2)nc(N(C)C)n1
  -14.7	-5.1	2.1	-0.2	4.0	-10.5	-15.4	3.1	-7.0
O=C(CN1CCCC1)OCCCC1CCCCC1
  -2.8	1.5	-0.6	0.5	-0.4	-8.1	3.6	/	-6.5
COc1ccc(CCNC(=O)c2ccc3c(c2)NC(=O)C(N2CCOCC2)S3)cc1OC (centres undefined)
  1.7	-0.1	1.5	0.5	-3.9	-5.0	2.4	-2.7	-5.6
Cc1noc(C)c1CSc1nc2ccccc2c(=O)n1-c1ccccc1
  -18.9	0.4	26.2	2.3	29.3*	-6.0	-22.4	23.6*	-6.6
Cc1ccc(-c2nn3c(C)nnc3s2)cc1NC(=O)c1ccc(-c2ccc(Cl)cc2Cl)o1
  -13.8	0.0	6.2	0.6	1.8	-10.1	-12.7	3.9	-14.5
O=c1c2cn[nH]c2nc(SCc2ccccc2F)n1-c1ccc(Br)cc1
  -16.1	-6.6	0.6	0.3	-2.3	12.7	-1.5	-4.8	-6.1
O=C(Nc1ccc2snnc2c1)N1CCOCC1
  -14.7	-1.1	3.4	-2.1	1.5	1.7	-6.7	1.6	-3.5
Cc1cccc(NC2SC(=O)N(c3ccccc3)C2=O)c1 (centres undefined)
  9.3	3.9	0.6	1.4	-0.8	2.1	-26.0	0.9	-9.0
Cc1onc(-c2ccccc2)c1C(=O)NCc1ccccn1
  0.0	0.5	5.3	-0.2	-1.9	12.0	-21.3	-1.9	-2.9
COc1ccc(C2CC(c3ccccc3OC(C)=O)=NN2C(=O)/C=C/c2ccccc2)cc1 (centres undefined)
  4.1	-2.4	4.6	0.2	1.8	-7.7	-20.7	1.5	-6.2
CN(CCc1ccccn1)C(=O)CCC1CCCN(Cc2ccccc2OC(F)F)C1 (centres undefined)
  -3.5	0.4	-0.2	0.7	-3.2	-6.3	-1.1	-0.6	-3.6
O=C(COC(=O)CCC(=O)c1cccs1)NCc1ccco1
  7.6	1.2	3.7	0.8	-2.6	7.8	-6.8	2.6	-2.5
CC(C)(C)C(=O)Nc1ccc(C(=O)N/N=C/c2ccccc2OC(=O)c2ccc(Cl)cc2Cl)cc1
  -17.7	1.8	3.3	2.2	0.1	-27.2	11.6	7.1	-41.9
N#C/C(=C\c1ccc(Sc2ccc(Cl)cc2)o1)c1nc2ccccc2[nH]1
  2.0	-38.9	7.4	2.6	3.0	0.3	-14.3	0.4	-10.4
O=[N+]([O-])c1ccc(N2CCN(S(=O)(=O)c3ccccc3[N+](=O)[O-])CC2)cc1N1CCc2ccccc2C1
  -24.3	4.4	6.5	-0.5	1.6	-7.0	-4.8	5.8	-10.9
COc1ccc([N+](=O)[O-])cc1NC(=S)Nc1ccccc1
  -4.0	3.0	1.9	-2.0	-1.4	-7.8	-23.8	-1.4	1.9
CCC(C)(C)n1nnnc1CN1CCC(NC(=O)c2ccc(Br)cc2)CC1
  -2.6	-3.8	4.2	2.2	-1.9	16.8	-7.6	-0.6	-1.2
CN(C1CCS(=O)(=O)C1)S(=O)(=O)c1ccccc1[N+](=O)[O-] (centres undefined)
  4.6	3.3	3.1	-0.5	-2.2	6.1	-24.7	-0.9	-5.4
O=C(O)c1c2c(nc3ccccc13)-c1ccccc1CC2
  -8.3	-0.7	-0.3	1.1	2.8	-20.4	-13.6	3.4	-1.4
S=c1[nH]c2ccc3ccccc3c2[nH]1
  -9.1	-14.7	8.5	0.7	6.9	-18.1	-8.3	1.4	-1.2
CC(=O)c1sc(N2CCOCC2)nc1-c1ccccc1
  2.6	1.2	9.7	-1.0	0.2	4.9	-4.7	3.4	-9.1
O=C1OCC(CO)(CO)N=C1NNc1ccccc1Cl
  19.4	1.5	4.7	0.5	0.6	-6.3	-7.0	2.3	-4.7
Cc1ccc(NC(=O)Nc2ccc(F)cc2)nc1
  -6.1	0.1	2.8	-1.1	-3.9	5.3	12.3	0.9	6.2
COc1ccc(CN(Cc2cccnc2)C(=S)NCCc2ccccc2)cc1OC
  18.9	-5.9	1.9	3.3	-0.1	-5.3	-16.5	-3.3	-1.3
Cc1ccc(Cn2c(SCc3cccnc3)nc3c2c(=O)n(C)c(=O)n3C)cc1
  13.3	-2.7	2.1	2.2	-3.3	11.1	-27.9	3.2	-3.9
COc1cc(/C=C/C(=O)OCC(=O)c2c[nH]c3ccccc23)ccc1OC(F)F
  -11.2	0.2	7.8	-1.6	0.0	-0.6	-6.7	7.3	-5.4
COc1cnn(-c2ccc(C)cc2)c(=O)c1SCc1ccccc1
  13.8	1.6	-4.3	0.9	-2.1	-4.1	8.3	-2.5	-4.3
COc1ccc(CCN2C(=O)CC(C(N)=O)SC2=Nc2ccccc2)cc1OC (centres undefined)
  -7.4	-0.6	-0.1	1.4	0.0	-7.0	-25.1	-3.3	-0.5
COc1cc(SC)ccc1C(=O)OCC(=O)NCC(C)C
  -3.4	-0.2	3.6	-1.1	2.2	-6.2	-9.3	-1.5	1.9
CCc1nnc(NC(=O)CSc2nc(SC)ns2)s1
  -15.9	1.3	0.7	0.8	-2.0	-15.4	-22.5	8.9	-12.4
Cc1noc(C)c1C(=O)OC(C)C(=O)Nc1ccc(S(=O)(=O)NC(C)C)cc1 (centres undefined)
  24.7	-2.3	0.9	1.8	-3.0	11.8	-18.2	3.9	-7.6
Cc1ccc(-n2cc3ccc([N+](=O)[O-])cc3n2)cc1
  7.9	-12.8	0.7	-1.8	-3.0	-4.1	9.4	0.1	-0.5
Cc1cc(NC(=O)CSc2nnc(C)n2-c2ccccc2)no1
  9.2	0.7	4.4	0.1	-1.0	-1.9	-9.4	5.9	-6.5
Nc1cc(-c2ccc(OC(F)(F)F)cc2)nn1-c1ccc(Cl)c(Cl)c1
  -33.6	0.7	-3.6	1.9	-1.7	-9.2	-5.7	/	6.0
COc1ccccc1NC(=S)N1CC(C)OC(C)C1 (centres undefined)
  6.3	2.8	1.2	-0.8	-2.1	2.9	7.3	7.7	-2.5
Cc1nn(C)c(C(=O)NNC(=S)Nc2ccc(F)cc2)c1[N+](=O)[O-]
  -7.6	5.6	5.0	0.5	1.8	-1.6	8.4	5.8	-3.4

Given with each value named: entries from further up.
> Cc1cc(NC(=O)CSc2nnc(C)n2-c2ccccc2)no1
  NPY1 pot ag = 9.2; Runt-CBFb FRET = 0.7; BaF3 parental = 4.4; S1P4 ag = 0.1; Ba/F3 V617F tox = -1.0; NPY2 pot ag = -1.9; S1P4 antagonist = -9.4; NPY Y1 blocker = 5.9; RBBP9 inhibitor = -6.5
> CC(=O)c1sc(N2CCOCC2)nc1-c1ccccc1
  NPY1 pot ag = 2.6; Runt-CBFb FRET = 1.2; BaF3 parental = 9.7; S1P4 ag = -1.0; Ba/F3 V617F tox = 0.2; NPY2 pot ag = 4.9; S1P4 antagonist = -4.7; NPY Y1 blocker = 3.4; RBBP9 inhibitor = -9.1
> Cc1noc(C)c1C(=O)OC(C)C(=O)Nc1ccc(S(=O)(=O)NC(C)C)cc1 (centres undefined)
  NPY1 pot ag = 24.7; Runt-CBFb FRET = -2.3; BaF3 parental = 0.9; S1P4 ag = 1.8; Ba/F3 V617F tox = -3.0; NPY2 pot ag = 11.8; S1P4 antagonist = -18.2; NPY Y1 blocker = 3.9; RBBP9 inhibitor = -7.6

Following part
Under each structure: NPY1 pot ag	Runt-CBFb FRET	BaF3 parental	S1P4 ag	Ba/F3 V617F tox	NPY2 pot ag	S1P4 antagonist	NPY Y1 blocker	RBBP9 inhibitor
NNC(=O)c1csc(-c2cccc(C(F)(F)F)c2)n1
  -3.9	-6.7	5.6	0.9	-1.0	-21.3	3.7	1.8	-6.1
O=C(c1ccc(S(=O)(=O)NCc2ccco2)cc1)N1CCN(Cc2ccccc2)CC1
  5.7	-1.4	9.7	1.0	4.0	12.3	-3.2	-3.4	-5.1
CC(C)C(=O)NC(NC(=O)C(C)C)c1ccc([N+](=O)[O-])cc1
  -17.8	-1.9	7.0	2.9	-1.1	2.2	-9.5	-2.5	-6.8
CCN1C(=O)c2ccc(C(=O)Nc3ncc(C)s3)cc2C1=O
  22.2	1.5	3.0	-0.5	1.0	-1.2	-12.7	-3.9	-5.6
CSCCC(NC(=O)c1ccc(=O)n(C)n1)c1nc2ccccc2[nH]1 (centres undefined)
  -8.4	-2.0	8.2	-0.9	1.3	-13.1	-22.2	-0.9	-2.1
CC(c1cccnc1)N(C(=O)Nc1ccccc1)C1CCCCC1 (centres undefined)
  -0.3	1.9	3.9	1.5	-2.2	-0.1	-17.1	2.6	-7.0
